L3MBTL1 block = inhibitors of human L3MBTL1; AlphaScreen L3MBTL1–H3K9me1 peptide binding; Potency, µM (highest dose often 57.1 µM), without a hit: at the top dose activity, negative = inhibition, usual class: inhibitors; actives 0.66% (n = 230,000); AID 485360; further: potency means the concentration at half of the fitted maximal effect; on the % scale 0 is the no-effect control and ±100 the full control effect; nearly all actives have a fitted effect of over 60% in size
Target sequence (Q9Y468 whole entry, looked up): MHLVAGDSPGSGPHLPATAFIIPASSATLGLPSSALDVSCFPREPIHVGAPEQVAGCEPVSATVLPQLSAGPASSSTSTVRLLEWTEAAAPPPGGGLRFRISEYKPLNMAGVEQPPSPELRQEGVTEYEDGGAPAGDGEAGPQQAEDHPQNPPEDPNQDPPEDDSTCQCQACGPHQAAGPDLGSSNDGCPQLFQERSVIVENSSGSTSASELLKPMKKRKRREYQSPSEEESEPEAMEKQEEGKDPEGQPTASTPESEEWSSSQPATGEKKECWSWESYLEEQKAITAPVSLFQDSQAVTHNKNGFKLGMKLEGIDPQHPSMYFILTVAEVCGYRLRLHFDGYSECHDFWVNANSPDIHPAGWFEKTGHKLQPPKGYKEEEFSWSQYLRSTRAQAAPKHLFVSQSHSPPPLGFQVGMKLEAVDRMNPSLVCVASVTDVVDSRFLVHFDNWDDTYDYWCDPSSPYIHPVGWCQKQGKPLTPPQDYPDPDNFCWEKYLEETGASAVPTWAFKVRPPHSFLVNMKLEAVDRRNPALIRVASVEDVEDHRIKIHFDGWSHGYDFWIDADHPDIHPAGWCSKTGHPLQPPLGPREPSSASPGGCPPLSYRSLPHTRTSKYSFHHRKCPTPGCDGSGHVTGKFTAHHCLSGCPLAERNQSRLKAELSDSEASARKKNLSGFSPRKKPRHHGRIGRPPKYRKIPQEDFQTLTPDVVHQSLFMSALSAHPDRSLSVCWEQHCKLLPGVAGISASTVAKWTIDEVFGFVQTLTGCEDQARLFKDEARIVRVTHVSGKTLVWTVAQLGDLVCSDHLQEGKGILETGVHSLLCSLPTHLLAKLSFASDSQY
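L3MBTL1 (50 nM) pre-complexed 30 min with biotinylated H3(1-15)K9me1 peptide (75 nM), then compounds added for 30 min at room temperature; AlphaScreen streptavidin donor/nickel chelate acceptor beads (10 ug/mL final) read after 30 min dark incubation.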
Epigenetic derep = derepresses silenced GFP reporter in murine cells; murine LDR cells, GFP reporter derepression, 30 h; AID 1865; actives 0.2% (n = 280,000); Potency, µM (titrated, usually from 53.9 µM), for inactives: top-dose GFP activation, usual class: activators; further: potency means the concentration at half of the fitted maximal effect; % of control where 0% means no effect; nearly all actives have a fitted effect of over 60% in size
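Readout is the number of GFP-expressing murine LDR cells, counted by cytometry following washing. Cells were treated with compound for 30 h at 37 C; the stably integrated CMV-GFP locus is normally silent.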
CBFb-RUNX1 inh = inhibitors of human CBF-beta and RUNX1 interaction; Q01196+Q13951; AlphaScreen CBFb-His/RUNX1-biotin binding, biochemical; Potency, µM (titrated, usually from 59.8 µM), for the others: top-dose activity, negative = inhibition, hits mostly inhibitors; 230,000 tested, under 10 active; AID 1477; further: % of control where 0% means no effect
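Bead-based AlphaScreen assay; binding partners His-tagged CBF-beta and biotinylated RUNX1 at 30 nM each. Compound exposure 15 min after a 20-min protein preincubation; bead step 90 min; all steps at room temperature.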
KinaseGlo FLuc = blocks Kinase-Glo luciferase, a counter-screen artifact; Kinase-Glo luciferase, ATP luminescence, 8 min; AID 1379; actives 0.28% (n = 200,000); Potency, µM (top dose mostly 38.3 µM), for the others: top-dose activity change, negative = inhibition, hits mostly inhibitors; further: potency means the concentration at half of the fitted maximal effect; on the % scale 0 is the no-effect control and ±100 the full control effect; nearly all actives have a fitted effect of over 60% in size
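Kinase-Glo luciferase light output from ATP and luciferin was measured with 10 uM ATP, within the enzyme's linear range. Buffer: 50 mM imidazole pH 7.2, 50 mM KCl, 7 mM MgCl2, 0.01% Tween 20, 0.05% BSA; luminescence read after 8 min at ambient temperature.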
HTT aggregate = mutant huntingtin aggregation inhibition; PC12 HttQ103-GFP aggregates, Acumen cytometry, 40 h; Potency, µM (highest dose often 46.1 µM), without a hit: at the highest dose activity change, negative = inhibition, actives largely listed as inhibitors; actives 1.1% (n = 220,000); AID 1688; further: potency means the concentration at half of the fitted maximal effect; on the % scale 0 is the no-effect control and ±100 the full control effect; nearly all actives have a fitted effect of over 60% in size
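Steps: seed 1500 PC12 HTTQ103-GFP cells/well; add tebufenozide, 100 nM final; add compound titration; add ATPLite reagent; quantify GFP aggregates by laser scanning cytometry.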
NPSR antag = neuropeptide S receptor (human) antagonism, cAMP | Q6W5P4 | AID 1461 | Potency, µM (series often up to 38.3 µM), for inactives: at the top dose activity change, negative = inhibition, hits mostly inhibitors | actives 1% (n = 220,000) | CHO-NPSR cells, cAMP TR-FRET, antagonist mode; further: potency means the concentration at half of the fitted maximal effect; on the % scale 0 is the no-effect control and ±100 the full control effect; nearly all actives have a fitted effect of over 50% in size; many of its hits are not listed in these tables
IMPase Li inh = cell-permeable IMPase inhibitors with lithium potentiation; CHO-M1 cells, IP1 TR-FRET (IP-One), carbachol + lithium; Potency, µM (titrated, usually from 59.4 µM), without a hit: at the highest dose activity, negative = IMPase inhibition, actives largely listed as inhibitors; actives 0.35% (n = 210,000); AID 1457;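 further: IP1 builds up when IMPase is blocked and the TR-FRET signal falls; potency means the concentration at half of the fitted maximal effect; plate controls were basal vehicle for no effect and high inhibitor control for full effect; nearly all actives have a fitted effect of over 50% in size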
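Readout is a homogeneous TR-FRET IP1 immunoassay (Ex 320, Em 665 and 620), where raised cytosolic IP1 lowers signal. Cells were CHO-M1 treated 30 min at 37C with test compounds plus a little lithium; AC50 values came from Hill-equation fitting.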
Active calls of the source: *; ? = inconclusive; · = no result given; & = joins results of further samples; [ ] = remark or other dose. The call rests on the fitted dose curve; in most records, active means well fitted curve in the direction sought with a large enough effect; inconclusive means small, poorly fitted or top-dose-only effect, or another doubt; inactive means no such curve, though single readings can be large; an effect the other way counts as inactive or inconclusive. The list is partial, so the mix of outcomes need not match the whole.

SMILES	L3MBTL1 block	Epigenetic derep	CBFb-RUNX1 inh	KinaseGlo FLuc	HTT aggregate	NPSR antag	IMPase Li inh
CC1(C)Cc2nc3sc4c(NCCO)ncnc4c3cc2CS1	-7%	-0.3%	-14%	·	0%[9.22 µM]	7%[7.67 µM]	·
COC(=O)c1sccc1-n1cccc1C(=O)NCc1ccccc1	3%	-1.0%	1%	9%	4%	-10%[46.1 µM]	-3%[38.3 µM]
COc1ccc(NC(=O)CCc2nc(-c3ccc(C)cc3)no2)cc1Cl	2%	-1.0%	3%	5%	-1%	?	17%[38.3 µM]
Cc1[nH]c(=O)c(C#N)c2c1COC(C)(C)C2	3%	-1.1%	3%	-1%	·	20%	5%
N=C1/C(=C\c2ccc(OC(=O)c3ccco3)cc2)C(=O)N=C2SC=NN12	·	1.8%	10%	12%	-2%	-13%	-5%
CNC(=S)N(Cc1cc2cc(C)cc(C)c2[nH]c1=O)C1CCCC1	-5%	3.1%	1%	2%	8%[9.22 µM]	15%	9%
Cc1cc(NC(=O)CSc2nc3ccsc3c(=O)n2CCCC(=O)NCCc2ccccc2)no1	·	-4.3%	7%	-2%	5%	?	0%
Cc1cccc(NC(=O)CSc2nc(N)c(NC(=O)c3cccs3)c(=O)[nH]2)c1	8%	-5.7%	-1%[2.36 µM]	-1%	0%	3%	-2%
CCCCS(=O)c1c(O)c2ccccc2[nH]c1=O (stereo unspecified)	5%	7.4%	-3%	2%	16%	6%	-7%
O=[N+]([O-])c1ccc(C2CCCC/C2=N/OCc2ccccc2F)c([N+](=O)[O-])c1 (stereo unspecified)	-20%	-0.4%	?	-1%	-24%	-24%[46.1 µM]	13%[38.3 µM]
Cc1cc(C)n(C(C[N+](=O)[O-])c2ccc(Cl)cc2)n1 (stereo unspecified)	·	4.2%	-14%	-4%	-12%	-4%[46.1 µM]	21%[38.3 µM]
Cc1ccc(-c2nc(CS(=O)CC(=O)NCCCN3CC(C)CC(C)C3)c(C)o2)cc1 (stereo unspecified)	·	-0.2%	1%	-1%	-7%	-2%[46.1 µM]	17%[38.3 µM]
O=c1cc(CSc2nnc(COc3ccccc3Cl)o2)nc2sccn12	-20%	1.2%	5%	-2%	0%	-25%[46.1 µM]	7%[38.3 µM]
O=c1[nH]n(-c2cccc3cccnc23)c(=O)c2ccccc12	2%	-1.9%	-12%	-1%	3%	-7%[46.1 µM]	-2%[38.3 µM]
CCOC(=O)Cc1csc(NS(=O)(=O)c2ccc(Cl)cc2)n1	0%	-0.9%	2%	-4%	-3%	3%	0%
O=[N+]([O-])c1ccc(S(=O)(=O)N/N=C/c2cccs2)cc1	5%	1.1%	1%	1%	17%	12%	3%
CC(C)Oc1ccc(/C=N/NC(N)=S)cc1	-5%	-1.0%	-3%	-1%	22%	-37%	6%
Cn1c(=O)c2c(nc(Br)n2C/C=N/NC(N)=S)n(C)c1=O	11%	-0.3%	16%	·	23%[9.22 µM]	-5%	·
O=C(c1ccc2snnc2c1)N1CCOCC1	1%	-2.2%	10%	-1%	7%	3%[46.1 µM]	4%[38.3 µM]
COc1ccc2nnc(-c3ccccc3)n2n1	·	0.8%	-1%	2%	-17%[9.22 µM]	-3%[46.1 µM]	21%[38.3 µM]
CCNc1nc(NC(C)C)nc(Oc2ccc(OCCOc3ccccc3)nn2)n1	3%	1.0%	-1%	-2%	23%	-20%[46.1 µM]	-3%[38.3 µM]
CCOC(=O)CCc1c(C)nc2c(c(C)nn2C(C)(C)C)c1C	8%	1.0%	14%	-1%	-15%	-24%[46.1 µM]	40%[38.3 µM]
O=C(CSc1nnc(-c2ccc(O)cc2)n1-c1ccccc1)CC(=O)Nc1ccccc1	-13%	0.0%	-1%	-1%	9%	-21%[46.1 µM]	3%
CC(=O)N1CCc2cc(S(=O)(=O)NCCC(=O)Nc3ccc4c(c3)OCCO4)ccc21	·	0.0%	3%	3%	-4%	-10%[46.1 µM]	27%[38.3 µM]
CCOC(=O)/C(C(N)=NCCO)=C(/O)c1ccccc1	·	0.8%	5%	-1%	-10%	0%[46.1 µM]	17%[38.3 µM]
C=CCN(C(=O)c1ccc(Cl)cc1)c1ccccc1C(=O)NCC(=O)O	0%	0.0%	4%	·	10%[9.22 µM]	-1%	·
COc1ccc(Nc2nnc(-c3ccc(O)cc3)c3ccccc23)cc1	-12%	-0.9%[10.1 µM]	-5%	5%	6%[9.22 µM]	-38%	27%
CCOC(=O)c1cc(-c2ccccc2)sc1NC(=O)CN1C(=O)NC(CC)(c2ccc(F)cc2)C1=O (stereo unspecified)	·	-3.9%	-2%	-5%	-9%	-23%[46.1 µM]	24%[38.3 µM]
CCn1c(C)nc2cc(C(=O)NNC(=S)Nc3ccc(Cl)cc3Cl)ccc21	47%[activator]	0.0%	-4%	1%	5%	-14%[46.1 µM]	-2%
CCOC(=O)Cc1csc(NC(=O)CSc2nc(-c3ccccc3)c(C#N)c(=O)[nH]2)n1	10%	-1.5%	9%	2%	3%	-1%	-26%
COc1ccc(-c2nnc(SCC#N)o2)cc1	6%	0.9%	5%	-3%	13%	-6%[46.1 µM]	1%
CCCCc1cc2ccccc2c(OCCN(C)C)n1	-8%	0.0%[16.9 µM]	-6%[21.7 µM]	-2%[17.1 µM]	5%[20.6 µM]	·	7%
CCN(CC)CCN(C(=O)c1c(F)cccc1F)c1nc2cc(C)cc(C)c2s1	·	-2.0%	-2%	-2%	-15%	-60%	13%
Cc1ccc(/C(COc2ccccc2O)=N\O)cc1	0%	0.0%	8%	2%	12%	-1%[46.1 µM]	6%
COc1cc(/C=N/NC(N)=S)ccc1OC(=O)c1ccc(C)cc1	·	-4.4%	0%	-7%	27%	-14%[46.1 µM]	32%[38.3 µM]
CCc1ccc(N(CC(=O)NC)S(C)(=O)=O)cc1	·	-1.1%	-3%	-4%	-4%	-5%[46.1 µM]	-1%[38.3 µM]
COc1ccc(-c2cc(C(=O)Nc3cc(C)nn3-c3ccccc3)no2)cc1OC	·	0.2%&-0.9%	-2%	-2%	-5%	-5%	-5%
Cc1cccc(C)c1NC(=O)COC(=O)c1ccc2[nH]c3c(c2c1)CCCC3	-1%	-2.1%	-8%	1%	19%	9%	4%
OC(COc1ccc2c(c1)OCO2)CN1CCN(c2ccccc2)CC1 (stereo unspecified)	-20%	-2.7%	?	1%	21%	1%	14%
Cc1ccc(C)c(/C(O)=C2/C(=O)C(=O)N(CCN3CCOCC3)C2c2ccc(C)o2)c1 (stereo unspecified)	1%	0.0%	5%	2%	16%	-4%[46.1 µM]	-8%[38.3 µM]
COc1ccc(NC(=O)c2ccc(NS(=O)(=O)c3c(C)noc3C)cc2)cc1OC	-2%	-1.1%	10%	-7%	15%	-7%[46.1 µM]	-4%[38.3 µM]
Oc1ccc(/C=N/Nc2cc(N3CCOCC3)nc(N3CCOCC3)n2)cc1O	-7%	1.5%	-15%	-5%	-22%	8%	10%
O=C(O)c1ccc(N2CCS(=O)(=O)CC2)cc1	5%	-0.2%	5%	0%	8%	14%	-2%
Cc1cc(C)cc(N2CC34C=CC(O3)C(C(=O)OCC(=O)NCc3ccco3)C4C2=O)c1 (stereo unspecified)	4%	-8.8%	8%	1%	-6%	-2%[46.1 µM]	-5%[38.3 µM]
COc1ccc(NC2c3ccccc3C(=O)N2c2ccccn2)cc1 (stereo unspecified)	?	0.1%	-5%	·	-2%[9.22 µM]	21%	·
CCN1CCN(c2nc3c(c(=O)[nH]c(=O)n3C)n2CCCc2ccccc2)CC1	-6%	2.4%	0%	-3%	-13%[9.22 µM]	-10%	5%
COc1ccccc1NS(=O)(=O)c1ccc(C)c(C(N)=O)c1	14%	0.0%	4%	1%	-18%	2%[46.1 µM]	27%[38.3 µM]
O=C1c2cccc3c(O)ccc(c23)C(=O)N1Cc1ccccc1	·	0.0%	18%	-2%	10µM*	-7%[46.1 µM]	-2%[38.3 µM]
N#CCCN(Cc1cccnc1)C(=O)c1sc2cc(F)ccc2c1Cl	3%	0.0%	-19%	-2%	-8%	17%	-14%
Cc1nc([N+](=O)[O-])c(N2CCOCC2)n1Cc1ccccc1	61%[activator]	-2.1%	7%	·	-10%[9.22 µM]	9%	·
New compounds follow:
SMILES	L3MBTL1 block	Epigenetic derep	CBFb-RUNX1 inh	KinaseGlo FLuc	HTT aggregate	NPSR antag	IMPase Li inh
COCCNc1nc(SCC(=O)N2CCN(c3ccccc3)CC2)nc2ccccc12	1%	1.2%	10%	3%	3%	-2%[46.1 µM]	29%
COC(CNS(=O)(=O)c1cccc2nonc12)OC	·	-1.3%	2%	3%	0%	10%	-1%
CC1(C)CC(=O)N(CC(=O)O)c2ccccc2S1	5%	-0.9%	5%	0%	17%	-5%[46.1 µM]	-14%[38.3 µM]
CCCOc1ccccc1C1C(C(=O)OC)=CN(C(C)C)C=C1C(=O)OC	·	0.0%	?	2%	-19%	-17%[46.1 µM]	14%[38.3 µM]

In the list so far, 8 have an NH in an aromatic ring.
SMILES	L3MBTL1 block	Epigenetic derep	CBFb-RUNX1 inh	KinaseGlo FLuc	HTT aggregate	NPSR antag	IMPase Li inh
Cc1[nH]c(=O)c(C#N)c2c1COC(C)(C)C2	3%	-1.1%	3%	-1%	·	20%	5%
CNC(=S)N(Cc1cc2cc(C)cc(C)c2[nH]c1=O)C1CCCC1	-5%	3.1%	1%	2%	8%[9.22 µM]	15%	9%
Cc1cccc(NC(=O)CSc2nc(N)c(NC(=O)c3cccs3)c(=O)[nH]2)c1	8%	-5.7%	-1%[2.36 µM]	-1%	0%	3%	-2%
CCCCS(=O)c1c(O)c2ccccc2[nH]c1=O (stereo unspecified)	5%	7.4%	-3%	2%	16%	6%	-7%
O=c1[nH]n(-c2cccc3cccnc23)c(=O)c2ccccc12	2%	-1.9%	-12%	-1%	3%	-7%[46.1 µM]	-2%[38.3 µM]
CCOC(=O)Cc1csc(NC(=O)CSc2nc(-c3ccccc3)c(C#N)c(=O)[nH]2)n1	10%	-1.5%	9%	2%	3%	-1%	-26%
Cc1cccc(C)c1NC(=O)COC(=O)c1ccc2[nH]c3c(c2c1)CCCC3	-1%	-2.1%	-8%	1%	19%	9%	4%
CCN1CCN(c2nc3c(c(=O)[nH]c(=O)n3C)n2CCCc2ccccc2)CC1	-6%	2.4%	0%	-3%	-13%[9.22 µM]	-10%	5%

Assay outcomes as filed in PubChem.
